High-throughput results: PubChem, Southern Research Institute
GST TR-FRET counter: biotin-GST/anti-GST TR-FRET signal inhibitors, dose response, artefact control for Vif-APOBEC3G degradation inhibitor project, biochemical (AID 1117362); TR-FRET counter screen, biotin-GST/anti-GST signal; IC50 in µM for hits, for the others inhibition, % at the top dose, mostly 100 µM; actives 2.8% (n = 3,600);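 active = inhibition above 30% at one or more concentrations, seen consistently on every test date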;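 also: biotinylated GST protein used in place of GST-Vif 1-94 and biotin-A3G peptide; detects fluorescence quenchers or blockers of GST binding to anti-GST antibody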
Active calls of the source: *. Only part of the results is shown; the hit share may differ from the screen's.

SMILES | GST TR-FRET counter
CCN(CC)c1ccc(N=Cc2c(O)n(-c3ccc(Cl)cc3)c(=O)[nH]c2=O)cc1 | 3.3%
O=c1cccc2n1CC1CC2CN(C(c2cccc(F)c2)c2sc3ncnn3c2O)C1 (stereo unspecified) | 3.7%
CC(C)Nc1ccc(Nc2ccccc2)cc1 | 58µM*
CCN(CC)c1ccc(N=Cc2c(O)n(CCc3ccc(OC)c(OC)c3)c(=O)[nH]c2=O)cc1 | 7.4%
CCC/C(=N\O)c1c[nH]c2ccccc12 | 7.2%
CCN(CC)C(=O)c1ccc(NC(=O)Cn2nc(C)c3ccccc3c2=O)cc1 | 0.7%
O=c1[nH]c(=O)n(Cc2ccccc2)c(O)c1C=Nc1ccc(CN2CCOCC2)cc1 | 3.4%
CCCCN1C(=O)NC(=O)C2(Cc3ccccc3N3CCOCC32)C1=O (stereo unspecified) | -0.8%
COc1ccc(-n2c(O)c(C=NCCN(C)C)c(=O)[nH]c2=O)cc1 | 6.9%
O=c1[nH]c(=O)n(Cc2ccccc2)c(O)c1C=NCCN1CCNCC1 | -2.5%
O=C1NC(=O)C(=Cc2ccco2)C(=O)N1 | 1.0%
CCOP(=O)(C(NC(=O)c1ccccc1Cl)=C(Cl)Cl)c1ccccc1 (stereo unspecified) | -0.9%
Cc1sc2ncn(CC(=O)NCC(=O)N3CCC4(CC3)OCCO4)c(=O)c2c1C | -1.0%

Grouped by structure: the compounds so far with a carbonyl joined to an NH by a bond outside any ring.
SMILES | GST TR-FRET counter
CCN(CC)C(=O)c1ccc(NC(=O)Cn2nc(C)c3ccccc3c2=O)cc1 | 0.7%
CCOP(=O)(C(NC(=O)c1ccccc1Cl)=C(Cl)Cl)c1ccccc1 (stereo unspecified) | -0.9%
Cc1sc2ncn(CC(=O)NCC(=O)N3CCC4(CC3)OCCO4)c(=O)c2c1C | -1.0%

Three consecutive records from above, quoted:
SMILES | GST TR-FRET counter
O=C1NC(=O)C(=Cc2ccco2)C(=O)N1 | 1.0%
CCOP(=O)(C(NC(=O)c1ccccc1Cl)=C(Cl)Cl)c1ccccc1 (stereo unspecified) | -0.9%
Cc1sc2ncn(CC(=O)NCC(=O)N3CCC4(CC3)OCCO4)c(=O)c2c1C | -1.0%
